ALOX12 inh: inhibitors of human 12S-lipoxygenase ALOX12. P18054. purified 12hLO, xylenol orange hydroperoxide absorbance. Potency, µM (series often up to 108 µM), without a hit: top-dose activity change, negative = inhibition, hits mostly inhibitors. 580,000 compounds, 1.1% hits; active means well fitted inhibition curve with a large enough effect; inconclusive means small, poorly fitted or top-dose-only effect, or another doubt; inactive means no such curve, though single readings can be large or run the other way
Target sequence (P18054 whole entry, looked up): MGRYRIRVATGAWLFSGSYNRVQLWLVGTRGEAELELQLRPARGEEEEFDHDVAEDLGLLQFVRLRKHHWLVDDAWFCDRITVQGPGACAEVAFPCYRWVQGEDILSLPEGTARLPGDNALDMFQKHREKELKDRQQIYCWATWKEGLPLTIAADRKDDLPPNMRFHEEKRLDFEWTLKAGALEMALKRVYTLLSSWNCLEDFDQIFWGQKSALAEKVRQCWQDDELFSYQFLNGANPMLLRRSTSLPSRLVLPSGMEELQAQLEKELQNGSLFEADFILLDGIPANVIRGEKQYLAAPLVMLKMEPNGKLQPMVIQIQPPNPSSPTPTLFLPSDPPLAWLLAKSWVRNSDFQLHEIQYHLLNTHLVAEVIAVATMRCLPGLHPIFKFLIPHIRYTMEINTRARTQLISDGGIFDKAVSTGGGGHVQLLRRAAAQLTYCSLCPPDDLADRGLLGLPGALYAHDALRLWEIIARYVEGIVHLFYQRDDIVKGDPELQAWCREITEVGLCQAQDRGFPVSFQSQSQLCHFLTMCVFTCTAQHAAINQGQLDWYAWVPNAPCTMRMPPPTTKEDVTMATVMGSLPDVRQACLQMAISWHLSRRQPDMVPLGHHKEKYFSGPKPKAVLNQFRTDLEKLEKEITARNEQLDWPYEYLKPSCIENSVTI
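Purified human 12hLO (150 nM final) in 25 mM Hepes, 0.01% Triton X-100, pH 7.0 was preincubated 15 min at room temperature with compound. Then 40 uM arachidonic acid was added, 30 min. Hydroperoxide was read by Fe-XO absorbance ratio 573/405 nm.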
The depositor's hits bear a star; ? = inconclusive; [ ] = dose if it differs, or a comment. On the % scale 0 is the no-effect control and ±100 the full control effect; potency means the concentration at half of the fitted maximal effect. The list is partial (hit frequency here may not be typical).

SMILES	ALOX12 inh
Cc1[nH]c2ccc(C(=O)N(C)CC(=O)NC(C)(C)C)cc2c1C	-0.6%
COc1cccc(CC(=O)N[C@H](C)c2onc(C)c2C(=O)O)c1	4.5%[176 µM]
CC(=O)N1CCC(C(=O)NCc2cc3n(n2)CCN(C2CCCCC2)C3)CC1	19.9%
CCC(CC)N1CCN(C(=O)c2ccc3c(c2)N(S(C)(=O)=O)CC3)CC1	14.8%
CCc1ccc(NC(=O)C2CC(=O)N(c3n[nH]c4cccc(F)c34)C2)cc1 (stereo not drawn)	7.7%
CN(C)c1ccc(C(=O)N2CCc3c(sc4ncnc(N)c34)C2)cc1	-17.2%
O=C(c1ccc(Cl)cc1O)N1CCN(S(=O)(=O)c2ccc(Br)cc2)CC1	?
CC1=C[C@@H](CNC2CCN(C)CC2)[C@H](C(C)C)C[C@H]1Cc1nc2ccccc2[nH]1	34.7%[activator][176 µM]
O=C(Nc1ccc(CN2CCOC2=O)cc1)N1CCCC1	?
CN(C)C(=O)[C@@H]1C[C@@H](Sc2nc3ccccc3[nH]2)CN1Cc1ccc(Cl)cc1	13.7%
Fc1cccc(CSc2nnc(-c3c[nH]c4ccccc34)n2C2CC2)c1F	-6.7%
Cc1cc(C)n(-c2nc3c(c(=O)n(CC(N)=O)c(=O)n3C)n2Cc2ccccc2F)n1	34.3%[activator]
Cc1cc(F)ccc1OC1CN(CCC(C)C)C1	120.7%[activator][176 µM]
CC1CCC(NC(=O)C(C)Cl)CC1 (stereo not drawn)	-65.8%
COc1ccc(NC(=O)CSc2nccn2-c2cccc(C(F)(F)F)c2)cc1	0.5%
CN1CCN(CCCNC(=O)c2nc(-c3ccc4[nH]ccc4c3)no2)CC1	3.1%
Cc1noc(C2CC3(CCN(C(=O)COc4ccc(F)cc4)CC3)CN2C)n1 (stereo not drawn)	-5.1%
COc1ccc(-c2oc3cc(OC)ccc3c2C(=O)c2ccc(C#N)cc2)cc1	?
CN(C)CCNC(=O)C(=O)Nc1cccc2ncccc12	?
O=C(N1CCC(Cc2nc(C3CCOCC3)no2)CC1)C1(c2ccccc2)CC1	33.3%
Cc1cc(C(=O)N2CCN(S(=O)(=O)c3ccccc3Cl)CC2)c(C)n1Cc1cccs1	-10.1%
CCCNC(=O)N1C[C@@H]2C(=O)N(C(CC)c3cccs3)C(=O)[C@@H]2C1 (stereo partly drawn)	37.8%[activator]
Cc1ccc(-c2cnc([C@@H]3COCCN3Cc3ccccc3F)[nH]2)cc1	39.8%[activator][176 µM]
COc1cccc(OC)c1OC(=O)COc1ccc2oc3c(c2c1)CCCC3	-30.3%
COc1ccc(Nc2nc(N)c(C(=O)c3ccc(C)cc3C)s2)cc1Cl	?
O=C(c1ccc(C(F)(F)F)cc1)N1CCC(N2CCOCC2=O)CC1	8.2%[6.33 µM]
Cc1cccc(CC(=O)N[C@@H](Cc2ccccc2)C(O)c2nc3ccccc3[nH]2)c1 (stereo partly drawn)	-5.7%
C[C@H]1CC[C@@H]2N(C1)C[C@H]1[C@@H]3C[C@H]4[C@@H](C/C(=N\O)[C@H]5C[C@@H](O)CC[C@@]54C)[C@@H]3CC[C@H]1[C@]2(C)O	9.4%
Cc1cccc(NC(=O)NCC2Cn3cccc3CN2C)c1 (stereo not drawn)	148.6%[activator]
CCC(=O)Nc1ccc2c3c(cccc13)CC2	-23.5%
CCCCc1c(C)nc(N2CCN(c3ccccc3F)CC2)[nH]c1=O	-50.0%
CCOc1ccccc1CN1CCCCCNC(=O)CC1c1ccccc1 (stereo not drawn)	5.7%
Cc1cc(C(=O)NCC23CCCC=C2N(C)C(=O)CC3)n(C)n1 (stereo not drawn)	32.8%[activator]
Cc1csc(NC(=O)CCc2ncc(-c3ccc(C)c(C)c3)o2)n1	-29.7%
CC(C)Cc1ccc(C(C)NC(=O)C2CC2C)cc1 (stereo not drawn)	18.3%
Cc1noc(CC2CCOC3(CCN(Cc4ccc(F)cc4F)CC3)C2)n1 (stereo not drawn)	23.9%

3 of the entries above in order of their number in ALOX12 inh, falling.
SMILES	ALOX12 inh
Cc1noc(CC2CCOC3(CCN(Cc4ccc(F)cc4F)CC3)C2)n1 (stereo not drawn)	23.9%
CCC(=O)Nc1ccc2c3c(cccc13)CC2	-23.5%
Cc1csc(NC(=O)CCc2ncc(-c3ccc(C)c(C)c3)o2)n1	-29.7%

More structures follow:
SMILES	ALOX12 inh
CC(C)(O)CCc1ccc(C(=O)NCCSc2ccccn2)cc1	2.5%
COCCNc1nc(-c2[nH]c(C)c(C(=O)OC)c2C)cs1	?
Cc1nc2cc(NC(=O)COc3ccc(C(C)C)c(C)c3)ccc2o1	42.0%[activator]
COc1cccc(CC(=O)N2CC(c3noc(C4CCCN4C)n3)C2)c1 (stereo not drawn)	36.3%[activator]
CN1CC(=O)N(c2ccccc2F)Cc2c1ncnc2N1CCCCC1	38.0%[activator]
CC(C)C(=O)N1CCC(Oc2cccnc2)C1 (stereo not drawn)	12.3%
Cc1c(Cl)cccc1NC(=O)Cn1ccn2nc(-c3ccc(F)cc3)c(CO)c2c1=O	13.9%
O=C(c1ccccc1)N1CC2(C1)C(=O)Nc1ccccc12	-0.7%[12.5 µM]
CC(C)CN1C(=O)CO[C@H](c2ccc(NC(=O)c3cccc(C#N)c3)cc2)[C@H]1CO	38.1%[activator][176 µM]
Cc1cc(CN2CCC3(C2)C(=O)N(c2ccccc2)c2ccccc23)no1 (stereo not drawn)	3.8%[6.33 µM]
Cc1ccccc1Cn1cc(-c2ccncc2)cc1C(=O)Nc1ccc2c(c1)OCO2	-2.1%
COc1cccc(-c2nc(S(=O)(=O)c3ccc4c(c3)OCCO4)c(N3CCOCC3)o2)c1	-11.1%
CCOc1ccccc1NC(=O)CSc1ncnc2ccccc12	11.5%
CC1(CNC(=O)c2cccs2)CCOCC1	42.1%[activator]
COC(=O)c1ccc(CNC(=O)CN2CCN(c3nccnc3C#N)CC2)o1	10.6%
CCC(C(=O)c1ccc(Cl)cc1)C(c1ccc(Cl)cc1)C(C(=O)OC)C(=O)OC (stereo not drawn)	1.3%
COc1ccc2cnn(CC(=O)Nc3cccc4ccccc34)c(=O)c2c1OC	-3.6%
O=C(CC1C=CCC1)N(Cc1ccncc1)C1CC1 (stereo not drawn)	0.5%
CC(=O)Nc1ccc(NC(=O)C(Cl)(Cl)Cl)cc1	14.6%
CS(=O)(=O)N1CCc2cc(C(=O)Nc3ccc(-c4nnc5n4CCCCC5)cc3)ccc21	-14.4%
OCCCNC(=S)Nc1ccc(Br)cc1	-27.1%
Cc1cccc(NC(=O)C(C#N)C(=O)CC(C)C)c1 (stereo not drawn)	?
Nc1ncnc2c1ncn2[C@@H]1O[C@H](C(=O)N[C@@H](CCc2ccccc2)C(=O)N2CCN(C(=O)N3CCCCC3)CC2)[C@@H](O)[C@H]1O	6.5%
COc1ccc(C(=O)N2C[C@@H](COc3ccccc3)[C@H](C(N)=O)C2)cn1	25.0%

Six of the compounds above, in CSV form:
smiles,ALOX12 inh
COc1ccc2cnn(CC(=O)Nc3cccc4ccccc34)c(=O)c2c1OC,-3.6%
O=C(CC1C=CCC1)N(Cc1ccncc1)C1CC1 (stereo not drawn),0.5%
CC(=O)Nc1ccc(NC(=O)C(Cl)(Cl)Cl)cc1,14.6%
CS(=O)(=O)N1CCc2cc(C(=O)Nc3ccc(-c4nnc5n4CCCCC5)cc3)ccc21,-14.4%
OCCCNC(=S)Nc1ccc(Br)cc1,-27.1%
Cc1cccc(NC(=O)C(C#N)C(=O)CC(C)C)c1 (stereo not drawn),?

(next part)
SMILES	ALOX12 inh
CCOC(=O)Cn1nc(C2CC2)c2c(C(F)F)cc(-c3cnn(C)c3C)nc21	38.9%[activator]
COc1ccc(C(CNC(=O)COc2cccc(C)c2C)N2CCCCC2)cc1 (stereo not drawn)	?
Cc1cc(NC(=O)c2nccnc2N)ccc1Br	60.6%
COc1ccccc1CN1CCNc2cc(-c3ccnc(C)c3)ncc2C1	49.0%[activator][176 µM]
C=CCN(CC(=O)NC(=O)NC)Cc1cccs1	2.2%
O=C(Cn1c(=O)c2c(ncn2C2CCCC2)n(Cc2ccccc2)c1=O)NCc1ccc(F)cc1	3.6%
CCCNc1ncnc2onc(-c3ccccc3C)c12	8.4%
Cc1ccc2c(=O)cc(C(=O)Nc3cccc(C(F)(F)F)c3)oc2c1	20.1%
O=C1OC2(CN1CC1CCOCC1)CN(c1ccccc1-c1ccccc1)C2	-4.4%[176 µM]
O=[S+]([O-])(NCC1CN(Cc2cccc(Cl)c2)CC12CN(c1ccccc1)C2)c1ccccc1 (stereo not drawn)	?
Cc1cc(C)cc(C(=O)NCC(=O)O)c1	?
O=C(Oc1ccc(OCc2ccccc2)cc1)c1cnc2ccccc2n1	?
CC(C)(C)c1ccc(C(=O)Nc2nc3c(s2)C[C@@H]2[C@](C)(CO)[C@H](O)CC[C@@]2(C)[C@@H]3CC(=O)NC2CC2)cc1	11.7%
O=C(N[C@H](Cc1ccccc1)C(=O)NCc1ccco1)[C@H]1O[C@@H](n2ccc(=O)[nH]c2=O)[C@H](O)[C@@H]1O	-9.8%
CC(=O)Nc1ccc(-c2csc(Nc3ccccc3)n2)cc1	?
CNc1cc(C2CC(NC(=O)NCCc3ccccc3F)C2)nc(N)n1 (stereo not drawn)	27.8%
CCCCN(C(=S)Nc1cccc(Cl)c1)C1CCN(C(C)=O)CC1	-25.5%
CCC(C)NC(=O)C12CC3CC(CC(Cl)(C3)C1)C2 (stereo not drawn)	26.6%
COc1ccc(NC(=O)N2CC(c3noc(-c4ccccc4)n3)C2)c(C)c1	9.9%
CCCC/C(=N/NC(=S)Nc1cccc(C)c1)c1ccccc1	?
O=C(Nc1ccc(Cl)cc1)c1nc2ccccc2nc1N1CCOCC1	-0.8%
N#Cc1nc(Cc2cccc3ccccc23)oc1N1CCCC1	-32.1%
Cc1cnc(-c2ccncc2)n1CCNC(=O)NCc1ccc(F)cc1	9.6%
COc1ccc(C(=O)Nc2ccc(-c3noc([C@@H]4CCCN4Cc4ccc(OC(F)(F)F)cc4)n3)cn2)cc1	3.0%
O=C(NCCc1ccccc1)N1CCCC(c2nc(CCOCC3CC3)no2)C1 (stereo not drawn)	15.8%
COc1ccc(-c2nc3cnc(Nc4ccccn4)cc3n2C)cc1OC	-5.3%
Cc1cc2oc(C(=O)Nc3cccc4cccnc34)c(C)c2cc1C	-2.2%
CCCC(C)N1CC2(CCN(C(=O)c3cnn4ccccc34)CC2)OC1=O (stereo not drawn)	24.8%
O=S(=O)(NC[C@H]1O[C@@H](CO)[C@@H](O)[C@H]1N1CCCC1)c1cccs1	15.8µM*
CN1CCN(S(=O)(=O)c2ccc(SCc3cc(Cl)c4c(c3)OCCO4)nc2)CC1	?
O=C(CN1CCOCC1)N1CCCN(S(=O)(=O)c2ccccc2)C1c1ccccc1 (stereo not drawn)	-5.3%
CCc1nc(-c2c3n(c(=O)n(CC(=O)Nc4cc(C)ccc4OC)c2=O)CCCC3)no1	40.5%[activator]
Cc1c(Cl)cccc1N=Cc1ccc(C=Nc2cccc(Cl)c2C)cc1	1.1%
CC(C)(C)C(=O)Cc1[nH]c2cc(Cl)ccc2c1C(C)(C)C	22.5%
COc1cccc(CNC(=O)Cn2nc(C(=O)O)c3ccccc3c2=O)c1	?
Cn1cnc(S(=O)(=O)N2CC(c3nc(-c4ccncc4)no3)C2)c1	36.3%
COCc1cc(N2CCNC[C@@H]2C)ccc1N1CCN(Cc2ccccc2)[C@H](C)C1	-24.6%
COc1cccc(CN2C(=O)N(c3cccc(OC)c3)S(=O)(=O)c3ccccc32)c1	-66.5%
COc1ccc(OC)c2c(=S)c3ccccc3[nH]c12	?
CC(C)(C)c1ccc(C(=O)NC(Cc2c[nH]c3ccccc23)C(=O)O)cc1 (stereo not drawn)	-2.3%
O=C(NNC(=O)C1CC=CCC1)c1ccc(F)cc1 (stereo not drawn)	6.2%
COc1ccc(NC(=C(C#N)C#N)C(F)(F)Cl)cc1	-10.7%
COc1ccc(S(=O)(=O)N2N=C(c3cccc(NS(C)(=O)=O)c3)CC2c2ccccc2C)cc1 (stereo not drawn)	-7.3%
Cc1ccc(Nc2nc(N3CCN(CCO)CC3)nc3c2cnn3-c2ccccc2)cc1	?
O=C(NC[C@H]1Cn2c(-c3ccc4c(c3)OCO4)cnc2CO1)Nc1ccc(F)cc1	2.5%[176 µM]
N#Cc1nc(-c2ccccc2Cl)oc1NCc1ccccc1Cl	-11.1%
Cc1ccc2c(C(=O)O)cc(-c3ccccn3)nc2c1C	?
Cc1cc(C)c(C(C)NC(=O)Cn2nnn(-c3ccccc3)c2=O)cc1C (stereo not drawn)	11.1%
COc1ccc(NC(=O)N2CCCC(Cn3cnc4cccnc43)C2)cc1OC (stereo not drawn)	14.1%
CCOC(=O)c1cc2cccc(C(C)C)c2[nH]1	-2.3%
COc1cc2nc(-c3ccc(C)c(C)c3)oc(=O)c2cc1OC	0.6%
O=C(Nc1ccc([C@@H](O)[C@H]2COCC(=O)N2Cc2ccc(F)cc2)cc1)c1cccs1	61.5%[activator]
CCOc1ccc(C(=O)Nc2cccc(-c3nc4ccccc4o3)c2C)cc1	-25.8%
COc1ccc(CC(=O)N2CCC(Cc3nc(-c4ccccc4)no3)CC2)cc1Cl	-5.7%
Cc1cccc(-c2ccc3c(c2)C(=O)N2CC[C@H](N)[C@H]2C(=O)N3)c1C	6.5%[176 µM]
O=C(COc1ccc(-c2ccccc2)cc1Cl)Nc1ncn[nH]1	58.5%[activator]
N#Cc1ccc(/C=C/c2ccc3c([N+](=O)[O-])cccc3n2)cc1	?
Cc1ccc(C2Cn3nnc(C(=O)N4CCN(C(=O)c5ccncc5)CC4)c3CO2)cc1 (stereo not drawn)	-3.4%
Cc1csc(C(C#N)C(=O)CN2CCCCCC2)n1 (stereo not drawn)	-20.6%
Cc1ccc(Nc2ccc([N+](=O)[O-])c3nonc23)cc1Cl	?

High-throughput results from PubChem.
